WT yeast gro inh: growth inhibition of WT yeast, mitochondrial fusion screen. mitochondrial fusion phenotypic screen, WT strain. 2.1% of 190,000 active. inhibition, % at 10 µM; in the data active = inhibition above about 58%; tested in S. cerevisiae
XIAP displacement: small molecules displacing peptide from XIAP – biochemical, IAP family, fluorescence polarization (AID 1018). XIAP BIR domain, fluorescence polarization peptide displacement; higher % means a stronger effect. displacement, % at 20 µM; hits with a dose series show IC50 in µM. 0.007% of 200,000 active; in the data active = displacement above about 50%; also: a part of the inactive calls stands beside numbers as strong as those of hits
human PMI inhibition: MPI enzyme activity inhibition – biochemical, fluorescence intensity, coupled assay, primary screen (AID 1209) | purified PMI enzyme, coupled fluorescence intensity; higher % means a stronger effect | one-dose inhibition, % at 20 µM; IC50 in µM for titrated hits | 0.42% of 190,000 active;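 also: plate controls were DMSO vehicle for no effect and wells lacking substrate for full effect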
TNAP activators: stimulation of alkaline phosphatase TNAP activity – biochemical, luminescent, no phosphate acceptor, uHTS, primary screen (AID 1001) | purified TNAP, luminescent activation assay, no phosphate acceptor; higher activation fold means a stronger effect | activation fold at 20 µM, or EC50 in µM where a hit was titrated | 0.03% of 200,000 active; in the data active = activation fold from about 3, or a potency from the dose series; inactive = the rest, 99 in 100 with activation fold below about 1.6; also: many of its hits are not listed in these tables
PMI inhibition: MPI inhibition at elevated mannose 6-phosphate – biochemical, fluorescence intensity, high mannose 6-phosphate, primary screen (AID 1220) | recombinant PMI enzyme, coupled fluorescence intensity; higher % means a stronger effect | inhibition, % at 20 µM, or IC50 in µM where a hit was titrated | 0.66% of 190,000 active
P. falciparum M1AAP: malaria alanyl aminopeptidase activity blockers – biochemical, fluorogenic H-Leu-NHMec substrate, 1536-well (AID 1445); 0.42% of 220,000 active; one-dose inhibition, % at 30 µM; IC50 in µM for titrated hits; recombinant M1AAP, H-Leu-NHMec fluorogenic kinetic assay; higher % means a stronger effect;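 active = primary inhibition above the hit cutoff, then over 50% inhibition at one or more dose response concentrations, cut at about 23% in these data, passing the limit was not always enough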;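 also: plate controls were DMSO full reaction for no effect and no enzyme background for full effect; strong numbers were not always called active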
LYP inhibition: inhibitors of LYP phosphatase, biochemical, fluorescence intensity, uHTS (AID 1779) | recombinant LYP phosphatase, fluorescence intensity; higher % means a stronger effect | inhibition, % at 11.5 µM, or IC50 in µM where a hit was titrated | 0.054% of 290,000 active;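 also: plate controls were vehicle with enzyme for no effect and no enzyme for full effect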
P. falciparum M17LAP: P. falciparum M17LAP inhibitors, primary screen, biochemical, fluorogenic H-Leu-NHMec substrate, 1536-well (AID 1619). 0.38% of 220,000 active. recombinant M17LAP, H-Leu-NHMec fluorogenic kinetic assay; higher % means a stronger effect. inhibition, % at 30 µM; hits with a dose series show IC50 in µM;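 active = compound inhibiting the enzyme by more than half at any dose during confirmatory dose-response retesting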;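 also: plate controls were full reaction with DMSO carrier for no effect and no enzyme background for full effect; strong numbers were not always called active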
Yfh1-depleted yeast: enhancers of respiration in Yfh1-depleted yeast, dose response, Friedreich's ataxia, plus single-dose screen (AID 1465). S. cerevisiae Yfh1-off respiration, WST-1 reduction, 72 h; higher fold induction means a stronger effect. one-dose fold induction at 50 µM; EC50 in µM for titrated hits. 0.074% of 220,000 active;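 active = fold induction of absorbance versus untreated yeast above a set limit, then at least 30% activation at any dose in follow-up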;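 also: activators that raise dye reduction in frataxin-depleted yeast; strong numbers were not always called active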
WT yeast gro inh mutant strain: further read-out of WT yeast gro inh, marked with its call; inhibition, %; mitochondrial fusion phenotypic screen, mutant strain inhibition
Numbers without * were called inactive; i = inactive; . = no result given. Rule as the data show it, unless noted: active = inhibition above about 50%; inactive = the rest.

The opening 6 entries, ahead of the listing:
Results follow in this order: WT yeast gro inh, WT yeast gro inh mutant strain, XIAP displacement, human PMI inhibition, TNAP activators, PMI inhibition, P. falciparum M1AAP, LYP inhibition, P. falciparum M17LAP, Yfh1-depleted yeast
- CC(C)COP(=O)(OCC(C)C)C(O)c1ccccc1F (stereo not given)
  7, -9, 1.4%, -9%, 1, -9%, -3%, -10%, 12%, i
- COc1cccc(/C=N/n2c(-c3cccs3)n[nH]c2=S)c1
  41, 20, -4.6%, 15%, 0.5, 10%, 4%, -9%, -8%, i
- CN(C)CCNC(=O)c1ccc2c(c1)N(Cc1ccc(F)cc1)CCS2
  -1, 4, -3.3%, -2%, 1.1, -3%, 21%, -10%, -190%, i
- Cc1ccc(-n2nnc3c(=O)n(Cc4cc(C)ccc4C)cnc32)cc1
  4, -2, -2.6%, -17%, 1.1, -10%, 0%, -1%, 10%, i
- O=C(NNCC(O)COc1ccccc1)c1ccccc1 (stereo not given)
  10, 6, -0.8%, -3%, 1.1, 2%, 10%, -7%, -1%, i
- CCOCCOc1nc2c(c(=O)n(C)c(=O)n2C)n1CCc1ccccc1
  -7, -10, -8.2%, 9%, 1, 2%, -7%, -3%, 4%, i

Results, previewed entries included:
Results follow in this order: WT yeast gro inh, WT yeast gro inh mutant strain, XIAP displacement, human PMI inhibition, TNAP activators, PMI inhibition, P. falciparum M1AAP, LYP inhibition, P. falciparum M17LAP, Yfh1-depleted yeast
- CC(C)COP(=O)(OCC(C)C)C(O)c1ccccc1F (stereo not given)
  7, -9, 1.4%, -9%, 1, -9%, -3%, -10%, 12%, i
- COc1cccc(/C=N/n2c(-c3cccs3)n[nH]c2=S)c1
  41, 20, -4.6%, 15%, 0.5, 10%, 4%, -9%, -8%, i
- CN(C)CCNC(=O)c1ccc2c(c1)N(Cc1ccc(F)cc1)CCS2
  -1, 4, -3.3%, -2%, 1.1, -3%, 21%, -10%, -190%, i
- Cc1ccc(-n2nnc3c(=O)n(Cc4cc(C)ccc4C)cnc32)cc1
  4, -2, -2.6%, -17%, 1.1, -10%, 0%, -1%, 10%, i
- O=C(NNCC(O)COc1ccccc1)c1ccccc1 (stereo not given)
  10, 6, -0.8%, -3%, 1.1, 2%, 10%, -7%, -1%, i
- CCOCCOc1nc2c(c(=O)n(C)c(=O)n2C)n1CCc1ccccc1
  -7, -10, -8.2%, 9%, 1, 2%, -7%, -3%, 4%, i
- COC(=O)c1c(C(=O)OC)c(-c2ccc(C)cc2)n2c1CS(=O)C2 (stereo not given)
  -11, -10, -3.3%, 3%, 1.1, 0%, 3%, -7%, 21%, i
- O=C(Nc1c2c(nc3ccccc13)CCCC2)c1ccccc1Cl
  21, 2, -1.0%, 5%, 1, -3%, -3%, -6%, -2%, i
- CN(CCO)CCC(=O)NC1(C)CS(=O)(=O)CC1S(=O)(=O)O (stereo not given)
  ., ., ., ., ., ., 3%, -9%, -4%, i
- COc1ccccc1NC(=O)CSc1nnc(COc2ccccc2OC)n1C
  -14, -8, -0.2%, -5%, 1, -6%, 3%, -8%, 10%, i
- NCCCNC(=O)c1ccc(/C=N/O)nc1
  1, 2, -3.2%, 1%, 1.1, -7%, -1%, -3%, 15%, i
- CCOC(=O)NC(NCc1ccccc1Cl)(C(F)(F)F)C(F)(F)F
  ., ., -5.5%, 14%, 1, 10%, 9%, -4%, 9%, i
- CC/S(C)=N/S(=O)(=O)c1ccc(C)cc1 (stereo not given)
  8, 0, -2.1%, 5%, 1.1, 14%, 1%, -1%, 0%, i
- CCC(Sc1nc(C)cc(=O)[nH]1)C(=O)Nc1nc2c(s1)CCCC2 (stereo not given)
  -2, -4, -4.2%, 0%, 0.9, -2%, 8%, 5%, 0%, i
- CCCCN1CC(O)=C(c2nc(-c3ccc(Cl)cc3)cs2)C1=N
  -2, 3, -2.5%, -9%, 1.1, 0%, 0%, -3%, 17%, i
- CCOC(=O)C1CCCN(Cc2nc(C3CC3)no2)C1 (stereo not given)
  ., ., ., ., ., ., 8%, 0%, 9%, i
- CCOC(=O)C1CCCN(C(=O)c2cc(-c3ccc(F)cc3)nc3ccccc23)C1 (stereo not given)
  30, -7, -1.3%, 0%, 1, 2%, 1%, -3%, 16%, i
- CCc1ccc(C(=O)CSc2ncn[nH]2)cc1
  10, 11, -1.2%, 42%, 1.1, -20%, 4%, -2%, 17µM*, i
- CC(=O)c1c(C)[nH]c(C(=O)N2c3ccccc3CC2C)c1C (stereo not given)
  19, 14, 4.5%, 0%, 1.1, 1%, 10%, 1%, 14%, i
- Cc1cc(C(=O)COC(=O)c2ccc3c(c2)OCO3)c(C)n1CC1CCCO1 (stereo not given)
  -8, 9, -5.3%, -12%, 1, -12%, 2%, -1%, 15%, i
- COc1ccc(C(=O)Nc2ccccc2C(N)=O)cc1
  40, 3, -0.8%, 1%, 1, 0%, -1%, -2%, 1%, i
- O=C(Nc1ccccc1)c1n[nH]c(Cn2cncn2)n1
  -15, -8, 0.4%, 0%, 1, 6%, 4%, -2%, 7%, i
- O=c1[nH]nc(SCc2ccccc2Cl)n1-c1ccc2c(c1)OCCO2
  ., ., ., ., ., ., -1%, -6%, 1%, i
- CN(CCO)c1cc(Sc2nc3ccccc3s2)c2nonc2c1[N+](=O)[O-]
  6, 5, -4.2%, 0%, 1.1, 18%, -3%, -8%, 6%, i
- C/C(=N\Nc1cc(C(F)(F)F)ccc1Cl)c1ccccc1O
  18, -9, -4.7%, 13%, 1.2, 6%, -1%, -12%, 8%, i
- CSc1nsc2nc(=O)c(/C=C3\C(C)=Nc4ccccc43)c(N)n12
  8, 17, -4.3%, -19%, 0.9, 0%, 21%, 0%, 11%, i
- Cc1ccnc(SCC(=O)N2CCC(C(N)=O)CC2)n1
  7, 6, -0.3%, 10%, 1, 10%, 1%, -6%, 3%, i
- CC(=O)C1=C(C)NC(C)=C(C(C)=O)C1c1ccccc1
  -12, -7, -1.3%, 4%, 1, 1%, 1%, -3%, 5%, i
- O=C(COC(=O)c1ccccc1C(=O)c1ccccc1)Nc1ccc(SC(F)F)cc1
  36, 15, -42%, 23%, 0.9, 11%, 1%, 6%, 7%, i
- CCCNS(=O)(=O)c1ccc(CCC(=O)Nc2cc(Cl)ccc2Oc2ccccc2)cc1
  8, 5, -4.5%, 15%, 1.3, 16%, 1%, 5%, 9%, i
- Cc1ccc(N2CCN(C(=O)c3ccccc3NC(=O)C3CC=CCC3C(=O)O)CC2)cc1 (stereo not given)
  16, 19, -2.2%, 8%, 1.2, 5%, 1%, -8%, 50%, i
- CC(C)N(Cc1nc(-c2ccccc2)no1)C(=O)CN(C)S(=O)(=O)c1ccccc1
  8, 11, -4.8%, 4%, 1, 0%, -10%, -6%, 0%, i
- Cc1cc(Cl)ccc1OCc1cn2cccnc2n1
  -6, -5, -1.0%, -1%, 1.1, -1%, -10%, 0%, -6%, i
- O=C(O)CCSc1nc2ccccc2c(=O)[nH]1
  -12, 3, -4.6%, -2%, 1, 2%, 6%, -7%, 18%, i
- CCCCOC(=O)/C=C/c1ccc(OC(=O)OC)c(OC(=O)OC)c1
  -3, 3, -14%, 2%, 1.1, -7%, -1%, 2%, 4%, i
- CS(=O)(=O)n1nc(OC(=O)c2cccs2)cc1N
  8, 12, -6.6%, -11%, 1, -16%, 1%, 2%, -4%, i
- Cc1cccc(-n2ccnc2SCC(=O)N2CCCc3ccccc32)c1C
  37, 18, -2.0%, 5%, 1.3, -4%, 0%, 4%, -9%, i
- O=C(NCc1ccco1)/C(=C/c1cccnc1)NC(=O)c1ccco1
  1, 9, -3.0%, -4%, 1.1, -3%, 6%, 0%, 3%, i
- Cc1sc2nc(CN3CCOCC3)[nH]c(=S)c2c1C
  -17, -18, -5.1%, 6%, 1, 15%, 2%, 2%, 7%, i
- CN1/C(=C/C(=O)c2ccc(Cl)cc2)Sc2cc3c(cc21)OCO3
  0, 14, -1.7%, 7%, 1, -2%, -2%, -6%, 10%, i
- CC(C)CNC(=O)CC(=O)N/N=C/c1cccs1
  -9, 1, -4.4%, -14%, 1.1, -13%, 6%, 3%, 19%, i
- C=CCn1c(CCCNC(=O)CCC)nc2ccccc21
  -3, -5, -3.7%, 12%, 1.1, 16%, -3%, -9%, -5%, i
- Cc1cc(/C=C2\SC(=S)N(C)C2=O)c(C)n1-c1cccc(O)c1
  ., ., ., ., ., ., 7%, 0%, 4%, i
- Nc1cc(-c2ccco2)no1
  -1, -23, ., ., ., ., -2%, ., -1%, i
- COc1ccc(/C=N/N=C2/C(=O)Nc3ccccc32)cc1O
  9, 7, -3.4%, -4%, 0.8, -4%, 7%, 0%, 9%, i
- COc1ccccc1C(=O)NNC(=O)c1ccccc1F
  -11, 17, -9.3%, 5%, 1.1, -4%, 1%, -10%, 9%, i
- COC(=O)C1C(c2ccc(N(C)C)cc2)C(C(=O)OC)S(=O)(=O)CS1(=O)=O (stereo not given)
  -13, -5, -5.2%, 19%, 1, 15%, 3%, -5%, 12%, i
- COc1ccc(OCC(O)CN2CCCCCC2)cc1 (stereo not given)
  -1, 2, -1.1%, -1%, 1.1, -3%, 5%, -1%, 12%, i
- Cc1cc2ccccc2c(=O)n1CC(=O)NCC(=O)N1CCN(c2ccccc2)CC1
  -2, -7, -5.5%, -1%, 1, -5%, 1%, -4%, 18%, i
- COCCNc1nc2nonc2nc1N1CCC(N(C)C)C1 (stereo not given)
  -11, -7, -4.5%, -6%, 1.1, -7%, 5%, -4%, 28%, i
- CC(C)C[C@H](NC(=O)c1nc[nH]c1C(=O)N(C)Cc1ccccc1)C(=O)OCc1ccccc1
  3, 8, -4.3%, 28%, 1.1, 26%, -14%, 10%, 6%, i
- O=C1CN(C(=O)COc2ncnc3ccccc23)c2ccccc2N1
  -3, -1, -9.8%, -6%, 1.1, -20%, 7%, -12%, 4%, i
- CC(C)NCC(O)COC1CCC(C(C)(C)C)CC1 (stereo not given)
  22, 41, -3.3%, -3%, 1, 3%, 0%, 1%, 4%, i
- Cc1occc1-c1nnc(SCC(=O)N2CCc3ccccc32)o1
  -4, 14, -1.8%, 0%, 1.1, -9%, 0%, -5%, 16%, i
- Cn1c(=O)[nH]c(=O)c2c1nc(Br)n2CCSc1nc2ccccc2o1
  -9, 11, -9.7%, 13%, 1, 7%, 7%, -4%, 10%, i
- CN(c1ccccc1C(=O)N1CCCC1)S(C)(=O)=O
  -4, -16, -0.2%, 20%, 1.1, 8%, 3%, -1%, 13%, i
- COc1ccc(CCNC(=O)CSc2nnnn2-c2ccccc2)cc1
  -10, -14, -0.2%, 14%, 1.1, 16%, 1%, -12%, 10%, i
- COc1cc(C2NCCc3c2[nH]c2ccccc32)ccc1OC(C)C (stereo not given)
  -17, -8, -4.5%, ., 1.1, ., 23%, -6%, 21%, i
- CC(Cc1cccs1)NC(=O)Nc1cccc(Cl)c1 (stereo not given)
  13, 5, -8.9%, -3%, 1.1, -8%, 5%, -9%, 3%, .
- CC(=O)N1CCN(C(=S)c2cccc([N+](=O)[O-])c2)CC1
  -7, -9, -1.5%, -3%, 1.1, -1%, 7%, -3%, 7%, i
- CC(/C=C/c1ccc2c(c1)OCO2)=N/NC(=O)c1ccc(C)nc1
  -9, 0, -2.5%, 5%, 1.3, 6%, 12%, 7%, 5%, i
- O=C1C2C3C=CC(C4CC34)C2C(=O)N1c1ccc2c(c1)OCO2 (stereo not given)
  9, 10, -16%, -2%, 1.1, 9%, 0%, -6%, -3%, i
- O=C(CSc1nnc(-c2csc3c2CCCC3)o1)Nc1ccccc1
  -15, 5, -0.2%, 7%, 1.3, 6%, 1%, -9%, 6%, i

This is a random part of the collection; about 3.7% have a hit in one of these screens.
